Pol beta inh: inhibitors of human DNA polymerase beta; P06746; Pol beta primer extension/strand displacement, fluorescence kinetic; Potency, µM (highest dose often 114 µM), for inactives: at the top dose activity change, negative = inhibition, most hits filed as inhibitors; 340,000 compounds, 1.3% hits; AID 485314; note: potency is the fitted concentration of half-maximal effect; % is set by controls: 0 for no effect and ±100 for the full control effect
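Enzyme-only controls used 10 nM Pol beta; buffer lacking enzyme served as negative control. Compound preincubated 15 min, then 50 nM substrate added; 0 and 10 min reads at room temperature.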
POLH inh: DNA polymerase eta (human) inhibition; recombinant Pol eta, fluorescent DNA replication assay; Potency, µM (top dose mostly 114 µM), for the others: at the highest dose activity change, negative = inhibition, usual class: inhibitors; 390,000 compounds, 1.2% hits; note: potency is the fitted concentration of half-maximal effect; % is set by controls: 0 for no effect and ±100 for the full control effect
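Pol eta at 10 nM preincubated with compounds 15 min at room temperature; reaction started with fluorescent substrate (50 nM final) and read kinetically at 0 and 10 min.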
ERG-DNA inh: blocks human ERG Ets domain binding to DNA | AID 624246 | fluorescence polarization, His-ERG Ets domain / labelled DNA | Potency, µM (titrated, usually from 76.9 µM), for inactives: top-dose FP activity, negative = inhibition, hits mostly inhibitors | P11308 | 370,000 compounds, 0.028% hits; active = well fitted inhibition curve with a large enough effect in the polarisation, with a control signal flat; inconclusive = small, poorly fitted or top-dose-only effect, or effect the other way, or a change in a side signal; inactive = no such curve, though single readings can be large or run the other way; the % refers to the polarisation;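 note: polarization taken with two DNA probes labelled with fluorescein and Texas red; potency is the fitted concentration of half-maximal effect; % of control where 0% means no effect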
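His-tagged ERG Ets domain (1 uM in the protein solution; 300mM KCl, 50mM Tris-HCl, 1mM EDTA, 1mM DTT, pH 7.5) received compound, then a probe mix of 5 nM fluorescein-DNA and 100nM Texas-615-DNA. Fluorescence polarization was read for both dyes.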
APE1 inh: APE1 (human) endonuclease inhibition; P27695; recombinant APE1, TAMRA/BHQ-2 abasic DNA cleavage fluorescence; Potency, µM (titrated, usually from 65.8 µM), without a hit: top-dose activity change, negative = inhibition, hits mostly inhibitors; 350,000 compounds, 0.35% hits; AID 2517;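 note: potency is the fitted concentration of half-maximal effect; plate controls were vehicle for no effect and reference inhibitor for full effect; nearly all actives have a fitted effect of over 55% in size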
Target sequence (P27695 whole entry, looked up): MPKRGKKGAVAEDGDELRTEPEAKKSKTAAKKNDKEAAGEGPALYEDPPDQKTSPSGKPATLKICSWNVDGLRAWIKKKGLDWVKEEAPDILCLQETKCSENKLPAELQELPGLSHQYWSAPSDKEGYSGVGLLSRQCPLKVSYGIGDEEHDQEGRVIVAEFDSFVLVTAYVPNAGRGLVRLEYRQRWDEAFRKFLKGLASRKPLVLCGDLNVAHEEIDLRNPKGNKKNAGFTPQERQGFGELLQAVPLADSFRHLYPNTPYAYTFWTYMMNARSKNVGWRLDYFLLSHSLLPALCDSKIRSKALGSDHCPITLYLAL
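APE1 at 0.75 nM preincubated 15 min at room temperature with compound. Reaction then started with 50 nM double-stranded THF-abasic substrate labelled with TAMRA/BHQ-2, and 525/598 nm fluorescence read kinetically. Activity taken as third-minus-first read difference, normalized to DMSO and NSC13755 controls.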
Anesthetic bind: binds horse apoferritin like a general anesthetic. P02791. apoferritin/1-aminoanthracene competitive binding, fluorescence. Potency, µM (highest dose often 77.5 µM), without a hit: at the highest dose activity change, negative = displacement, hits mostly inhibitors. 350,000 compounds, 0.074% hits. AID 485281; note: potency is the fitted concentration of half-maximal effect; % is set by controls: 0 for no effect and ±100 for the full control effect; nearly all actives have a fitted effect of over 20% in size
Target sequence (P02791 2-175 limits assumed): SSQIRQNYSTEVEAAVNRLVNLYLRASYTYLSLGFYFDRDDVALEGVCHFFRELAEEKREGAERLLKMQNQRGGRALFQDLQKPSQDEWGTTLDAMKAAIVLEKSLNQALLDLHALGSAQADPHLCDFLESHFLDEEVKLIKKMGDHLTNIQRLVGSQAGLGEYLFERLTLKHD
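Apoferritin-based anesthetic binding model; compound displacement of fluorescent 1-AMA measured as endpoint fluorescence after 10 minutes at room temperature, scaled to free-ligand and complex controls.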
RGS4 inh: inhibitors of human regulator of G protein signaling 4; Potency, µM (top dose mostly 114 µM), for inactives: at the highest dose activity change, negative = inhibition, hits mostly inhibitors; Transcreener GDP fluorescence polarization, RGS4-accelerated GTP hydrolysis; 390,000 compounds, 0.039% hits; note: potency is the fitted concentration of half-maximal effect; % is set by controls: 0 for no effect and ±100 for the full control effect; nearly all actives have a fitted effect of over 75% in size; some results filed as inactive show a strong effect at the top dose
Target sequence (P49798 whole entry, looked up): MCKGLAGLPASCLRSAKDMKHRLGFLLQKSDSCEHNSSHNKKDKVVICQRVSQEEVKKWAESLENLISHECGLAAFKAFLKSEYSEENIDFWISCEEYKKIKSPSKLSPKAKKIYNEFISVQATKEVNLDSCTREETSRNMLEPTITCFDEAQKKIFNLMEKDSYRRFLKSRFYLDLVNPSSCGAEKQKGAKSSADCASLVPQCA
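MLSMR compounds (23 nl, pin-transferred) preincubated 10 min at room temperature with a 500nM (2x) first reagent, then RGS4 at 900nM (2x) plus Transcreener GDP mix added; fluorescence polarization (620/688 nm) read before and after 90 min at 30 °C.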
LDHA block: LDHA (human) enzyme inhibition | activity change, % (values are at about 110 or 230 µM) | purified LDHA, NADH/diaphorase-resazurin fluorescence; active compounds read low | P00338 | 480,000 compounds, 0.15% hits | AID 1347041; in the data active = activity change below about -30%; inconclusive = mostly about -25% to -30%;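 note: plate controls were DMSO wells for no effect and wells without enzyme for full effect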
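LDH5 2 nM; NADH 0.06 mM, pyruvate 0.2 mM; 200 mM Tris pH 7.4, EDTA, Tween-20; 5 min RT. Detection: diaphorase 0.133 mg/mL + resazurin 37 µM, fluorescence ex540/em590 at 0 and 20 min; normalized to enzyme-free and DMSO wells.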
ALOX12 inh: blocks human arachidonate 12S-lipoxygenase. P18054. purified 12hLO, xylenol orange hydroperoxide absorbance. Potency, µM (titrated, usually from 108 µM), for inactives: top-dose activity change, negative = inhibition, usual class: inhibitors. 580,000 compounds, 1.1% hits. AID 1671190; note: potency is the fitted concentration of half-maximal effect; % is set by controls: 0 for no effect and ±100 for the full control effect
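Hydroperoxide product was detected by ferrous iron/xylenol orange as the 573 to 405 nm absorbance ratio. Arachidonic acid at 40 uM (final) was turned over for 30 min at room temperature by 150 nM human 12hLO, pH 7.0 Hepes buffer, after 15 min compound preincubation.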
Pol kappa inh: DNA polymerase kappa (human) inhibition. purified Pol kappa, fluorescent DNA synthesis assay, 10 min. Q9UBT6. 400,000 compounds, 0.53% hits. Potency, µM (top dose mostly 107 µM), for inactives: at the highest dose activity, negative = inhibition, hits mostly inhibitors; note: potency is the fitted concentration of half-maximal effect; % is set by controls: 0 for no effect and ±100 for the full control effect
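Kinetic fluorescence screen: compound preincubated 15 min RT with 10 nM enzyme; 50 nM substrate (final) initiates; reads at 0/10 min.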
An asterisk follows results filed as active; i = inactive; ? = inconclusive; / = no result given; [ ] = another dose, or the depositor's remark. Unless noted, calls come from the whole dose curve; as a rule, active = well fitted curve in the direction sought with a large enough effect; inconclusive = small, poorly fitted or top-dose-only effect, or another doubt; inactive = no such curve, though single readings can be large; an effect the other way counts as inactive or inconclusive. This is a subset; count on the stated rates, not on these rows.

SMILES | Pol beta inh | POLH inh | ERG-DNA inh | APE1 inh | Anesthetic bind | RGS4 inh | LDHA block | ALOX12 inh | Pol kappa inh
CCc1cccc(NC(=O)CC2Oc3ccccc3NC2=O)c1 (centres undefined) | 13% | -4% | -4% | 8% | 6% | 10% | -17 | 14% | -12%
O=C(COc1ccc(S(=O)(=O)N2CCCC2)cc1)N1CCCC1 | 4% | -10% | 8% | 72%[activator] | 1% | -21% | -1 | 0% | -6%
COC(=O)c1ccccc1NC(=O)CCCn1c(C)c2cnn(-c3ccccc3)c(=O)c2c1C | 29% | 6% | 6% | / | -6% | -10% | -1 | -14% | -1%
CCN(CC)c1nc2nonc2nc1N(CC)CC | 6% | -17% | -3% | 11% | -14% | 11%[11.4 µM] | -4 | 0% | -6%
CCOC(=O)C1CCN(C(=O)C2CCN(S(=O)(=O)N3CCCC3)CC2)CC1 | 32%[activator] | 3% | 5% | -2% | -4% | 33% | -9 | -16% | -3%
O=S(=O)(c1cccs1)N1CN(Cc2cccs2)c2nc3ccccc3nc21 | ? | -17% | 3% | -4% | -13% | -13% | -1 | ? | -4%
COc1ccc(OC)c(NC(=O)C2CCN(S(=O)(=O)c3c(C)noc3/C=C/c3ccc(C)cc3)CC2)c1 | -15% | -16% | -2% | / | 6% | -9% | 3 | 0% | -2%[60.1 µM]
CCOC(=O)C(NC(=O)Nc1ccc(Cl)cn1)(Oc1ccccc1)C(F)(F)F (centres undefined) | 14% | -10% | -9% | ? | 0% | ? | 0 | -29% | -6%
CC(=O)NC1(C(Cl)(Cl)Cl)Oc2ccccc2O1 | 5% | -7% | -3% | -1% | -23% | -17% | -3 | 0% | 0%
CC(=O)CSc1ncnc2c1oc1ccccc12 | 20% | -7% | 11% | 5% | ? | -6% | -2 | 0% | -3%
N#C/C(=C\c1c(Oc2ccc(F)cc2)nc2ccccn2c1=O)c1nc2ccccc2s1 | ? | -20% | 2% | / | 34%[activator] | ? | 3 | ? | ?
CCN(CC)C(=O)c1sc(NC(=S)N2CCN(C(=O)C3CCCO3)CC2)c(C(=O)OC)c1C (centres undefined) | -2% | -2% | 4% | 58%[activator] | -13% | 11% | -3 | 1% | -2%
COc1ccc(N(CCC(=O)Nc2ccccc2F)S(=O)(=O)c2ccc(C)cc2C)cc1 | / | -26% | ? | 36% | / | -2% | -2 | -15% | -7%
CN(c1cccc(NC(=O)c2ccc(Cl)c(S(=O)(=O)N3CCOCC3)c2)c1)S(C)(=O)=O | 1% | -1% | -4% | -2% | -14% | -4% | -6 | 0% | -15%
Nc1[nH]c(=O)[nH]c(=O)c1N=Nc1cccc(Cl)c1 | 8% | 14% | -1% | 3% | 0% | 7%[11.4 µM] | -4 | -28% | -24%
CCN1C(=O)[C@@H]2[C@@H](c3ccc(-c4ccccc4)cc3)N3CCC[C@@]3(C(=O)OC)[C@@H]2C1=O | / | -15% | 7% | 32% | / | -22% | 2 | ? | 6%
O=C(CN1CCN(c2ccc(F)cc2)CC1)c1cccs1 | 2% | -8% | 16% | -1% | -10% | 6%[56.9 µM] | 0 | -23% | -6%
COc1ccc(OC)c(NC(=O)c2cc3n(n2)C(C(F)(F)F)CC(c2ccc4c(c2)OCO4)N3)c1 (centres undefined) | ? | -19% | -10% | -7% | -22% | -27% | 1 | 4% | -2%
O=C(O)c1ccc(NC(=S)NC(=O)C(c2ccccc2)c2ccccc2)cc1 | 0% | -14% | 0% | 37% | -8% | -29% | -12 | ? | -9%
O=C(Cc1ccc(Cl)cc1)N/N=C/c1cccc(O)c1 | 1% | -13% | 10% | 15% | ? | -7% | -1 | 11% | 0%
CN(C)S(=O)(=O)c1cccc(NC(=O)CO/N=C(\N)c2ccccc2)c1 | / | -14% | -13% | 28% | / | -10% | -3 | -4% | 6%
CCN(CC)S(=O)(=O)c1ccc2oc(SCC(=O)Nc3cc(C)on3)nc2c1 | / | ? | / | 3% | / | ? | -8 | ? | -4%
Cc1c(O[C@@H]2O[C@H](CO)[C@@H](O)[C@H](O)[C@H]2O)ccc2c1oc(=O)c1ccccc12 | 0% | 5% | 2% | 26% | 2% | 5% | -4 | 19% | -8%
CN(Cc1ccccc1)Cc1nc2c(c(=O)n(C)c(=O)n2C)n1Cc1ccc(Cl)cc1 | 1% | -18% | -1% | -1% | -10% | 26% | -8 | ? | -8%
O=C(O)c1ccc(CS(=O)(=O)Cc2ccccc2F)o1 | -3% | -17% | / | 9% | 2% | -24% | 0 | -7% | -4%
CCOC(=O)c1c(C)nc2sc3c(=O)n(-c4ccc(C(C)=O)cc4)nnc3c2c1-c1ccc(OC)cc1 | 0% | -6% | -3% | 3% | -6% | 13% | -8 | 17% | -5%
O=C(O)c1cc(-n2c(/C=C\c3ccc(F)cc3)nc3ccccc3c2=O)ccc1Cl | 19% | -15% | -1% | / | -9% | 5% | -3 | 7% | -6%[60.1 µM]
Cc1c(C(=O)N(C)C)sc(NC(=O)c2cccc([N+](=O)[O-])c2)c1C#N | 6% | 12% | 10% | 12% | -12% | 1% | -3 | 35%[activator] | -5%
CCOc1ccc(NC2OC(CO)C(O)C(O)C2O)c([N+](=O)[O-])c1 (centres undefined) | 16% | -4% | 3% | 5% | -4% | 34% | 0 | -8% | -17%
CSCCC(NC(=O)c1cc(C(C)(C)C)oc1C)C(=O)O (centres undefined) | -10% | 3% | / | 1% | -8% | 3% | -1 | -6% | 1%
CN(C)CCCNC(=O)CC1C[C@H](C(=O)N2CCOCC2)[C@@]2(CCC3CCCC3)c3[nH]c4ccccc4c3CCN2C1=O (some centres undefined) | / | 1% | -13% | 7% | / | 3% | 5 | -15% | -19%
COc1ccc(-n2ccnc2SCC(=O)Nc2cc(C)on2)cc1 | 26% | -13% | -7% | -13% | -3% | -2% | -4 | -8% | 1%
O=C(NC1CCCCCC1)C1CCN(S(=O)(=O)c2cnc[nH]2)CC1 | 7% | -19% | 15% | -2% | -10% | -3% | -2 | -1% | -11%
COc1nc(N=C(N)N)nc2c(C)cccc12 | 2% | 7% | -3% | -3% | 5% | -14% | -1 | 12% | -15%
COc1ccc(C(=O)N2CCOC2CNC(=O)C(=O)NCc2ccc(F)cc2)cc1 (centres undefined) | -24% | -13% | -8% | 21% | -9% | -18% | -4 | 2% | -10%
CC(OC(=O)c1ccco1)C(=O)NC1CCCCC1 (centres undefined) | ? | -8% | 7% | ? | -4% | -7% | 0 | -22% | -8%
CC(=O)N(C)c1ccc(NC(=O)c2cnn(C)c2)cc1 | 7% | -6% | -3% | -1% | -10% | 13% | -5 | -3% | -1%
CC(NC(=O)c1cc(-c2ccccn2)nc2ccc(Cl)cc12)C1CCCO1 (centres undefined) | ? | ? | 10% | -9% | -3% | -15% | -7 | i | -17%
CC(C)NC(=O)N(C)C[C@H]1Oc2ccc(NC(=O)CCN3CCOCC3)cc2C(=O)N([C@H](C)CO)C[C@@H]1C | / | -14% | -1% | 14% | / | -4% | 0 | 0% | -17%
Cc1oc(-c2ccc(Cl)cc2)nc1CS(=O)CC(=O)NCCCN1CC(C)CC(C)C1 (centres undefined) | 14% | -22% | -1% | 21% | -17% | -14% | -2 | -3% | -4%
Cc1nonc1NC(=O)CSc1ccccn1 | 41% | 2% | -1% | 12% | -8% | 18% | -9 | -3% | -7%
Cc1cc(=O)oc2ccc(OC(C)C(=O)O)cc12 (centres undefined) | 27% | 4% | 0% | 26% | 4% | -20% | -7 | 13% | -13%
O=C(O)/C=C/C(=O)Nc1ccccc1C(=O)Nc1ccccc1 | 42% | -1% | -7% | 13% | -6% | 4% | -11 | ? | -11%
Cc1ccc2c(N)c(C#N)sc2n1 | -10% | 6% | -5% | -5% | 37% | -15% | -2 | 0% | -18%
O=C(Nc1ccc(N2CCOCC2)cc1)C1CCCN(S(=O)(=O)c2ccccc2)C1 (centres undefined) | 7% | -5% | -2% | 1% | -6% | -5% | 8 | -29% | -2%
Cc1cc(C(=O)CN2C(=O)NC(CC(C)C)C2=O)c(C)n1-c1ccccc1F (centres undefined) | -20% | -7% | 2% | 1% | ? | 10% | -7 | -1% | -4%
CCc1ccc2nc(Nc3ncc(C(C)=O)c(C)n3)nc(C)c2c1 | -7% | -7% | 6% | -10% | 6% | 32% | -4 | ? | 0%
c1ccc2c(c1)ncn2-c1ccc(-c2ccnc(-c3ccncc3)n2)cc1 | ? | 3% | -2% | 3% | -11% | 0% | -4 | -12% | -9%
CCOc1ccc2nc(NC(=O)C(NS(=O)(=O)c3cccs3)C(C)C)sc2c1 (centres undefined) | 15% | -1% | 2% | -1% | -5% | 23% | -9 | -13% | -4%

By substructure: the compounds so far with a cyano group (3)
SMILES | Pol beta inh | POLH inh | ERG-DNA inh | APE1 inh | Anesthetic bind | RGS4 inh | LDHA block | ALOX12 inh | Pol kappa inh
N#C/C(=C\c1c(Oc2ccc(F)cc2)nc2ccccn2c1=O)c1nc2ccccc2s1 | ? | -20% | 2% | / | 34%[activator] | ? | 3 | ? | ?
Cc1c(C(=O)N(C)C)sc(NC(=O)c2cccc([N+](=O)[O-])c2)c1C#N | 6% | 12% | 10% | 12% | -12% | 1% | -3 | 35%[activator] | -5%
Cc1ccc2c(N)c(C#N)sc2n1 | -10% | 6% | -5% | -5% | 37% | -15% | -2 | 0% | -18%
